# From PubChem BioAssay
# FLuc modulator – qHTS profiling assay for firefly luciferase inhibitor/activator using purifed enzyme and Km concentrations of substrates (counterscreen for miR-21 project) | actives 6.9% (n = 360,000) | AID 588342, 2011 | purified FLuc, Km substrates, luminescence inhibition | Potency, µM (titrated, usually from 57.5 µM), without a hit: top-dose activity change, negative = inhibition, actives largely listed as inhibitors | Luciferin 4-monooxygenase (Photinus pyralis), P08659; active = well fitted inhibition curve with a large enough effect; inconclusive = small, poorly fitted or top-dose-only effect;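 note: plate controls were vehicle for no effect and reference inhibitor for full effect; nearly all actives have a fitted effect of over 55% in size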
# Target sequence (P08659 whole entry, looked up): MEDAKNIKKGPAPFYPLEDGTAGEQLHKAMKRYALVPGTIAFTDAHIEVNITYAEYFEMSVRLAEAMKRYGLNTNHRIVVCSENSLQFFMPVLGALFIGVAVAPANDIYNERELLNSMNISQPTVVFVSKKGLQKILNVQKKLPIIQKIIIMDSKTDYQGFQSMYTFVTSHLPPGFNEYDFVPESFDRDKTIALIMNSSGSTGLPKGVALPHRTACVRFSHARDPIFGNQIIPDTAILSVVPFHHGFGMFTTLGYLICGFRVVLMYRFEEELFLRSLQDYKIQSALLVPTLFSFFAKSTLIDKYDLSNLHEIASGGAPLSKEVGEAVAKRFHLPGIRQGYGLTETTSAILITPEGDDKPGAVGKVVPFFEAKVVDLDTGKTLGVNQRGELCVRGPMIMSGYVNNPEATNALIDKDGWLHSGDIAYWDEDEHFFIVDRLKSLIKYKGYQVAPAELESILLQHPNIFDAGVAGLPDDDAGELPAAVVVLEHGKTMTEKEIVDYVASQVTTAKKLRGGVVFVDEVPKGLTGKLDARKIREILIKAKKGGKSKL
#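 Purified P. pyralis luciferase, 10 nM final, with Km-level 10 uM D-luciferin and 10 uM ATP in 50 mM Tris acetate pH 7.5, 10 mM Mg acetate, 0.01% Tween-20, 0.05% BSA; 6-point qHTS titration about 60 µM downward; luminescence read.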
# Starred values were filed as active, the others as inactive; ? = inconclusive; [ ] = another dose, or the depositor's remark. Potency is the fitted concentration of half-maximal effect. An excerpt (hit frequency here may not be typical).
SMILES,FLuc modulator
CCN1CCN(Cc2nc3cc(NC(=O)c4ccccc4[N+](=O)[O-])ccc3n2CC)CC1,-4.7%
Cc1cc(C)cc(-n2nnc(-c3nc(-c4ccc5c(c4)OCO5)no3)c2C)c1,-10.0%
COc1ccc(NC(=O)Cn2cnc3c(oc4ccccc43)c2=O)cc1OC,-4.6%
CC(=O)c1ccc(N2CCN(c3ncnc4c3c(-c3ccccc3)cn4-c3cccc(C)c3)CC2)cc1,-4.2%
Cc1ccc(Cl)cc1-n1c(=O)cc(N2CCN(c3ccccc3)CC2)[nH]c1=O,-13.6%
CCN1CCN(C(c2cccc(OC)c2)c2c(O)cc(C)n(Cc3ccco3)c2=O)CC1 (stereo unspecified),-4.7%
CCOc1ccccc1NC(=O)C(CC)n1c(C(=O)OC)cc2occc21 (stereo unspecified),7.2%
O=C(CSc1nc(-c2ccccc2)no1)N1CCN(c2ccc(F)cc2)CC1,-2.4%
O=c1cc(N2CCN(c3ccc(F)cc3)CC2)[nH]c(=O)n1-c1cccc(Br)c1,-15.6%
COc1ccc(Cl)cc1Nc1nc2ccc(C(=O)c3ccccc3)cc2n2cnnc12,-1.3%
COc1ccc(OC)c(S(=O)(=O)NCc2ccc3c(c2)CCN3C(=O)c2cccc(C)c2)c1,-2.3%
COc1cccc(NC(=O)C2CCN(C(=O)N3CC(C)Oc4ccccc43)CC2)c1 (stereo unspecified),-6.0%
CCOc1ccc(C(=O)Nc2cc3c(cc2N2CCCC2)n(C)c(=O)c(=O)n3C)cc1OCC,-1.4%
Cc1cccc(-c2nc3scc(CCNS(=O)(=O)c4ccc(F)cc4C)n3n2)c1,5.7%
CCCN1CCCc2cc(CN(CCCN3CCOCC3)C(=O)Nc3ccc(CC)cc3)ccc21,-7.6%
COc1cc(NC(=O)C2CCN(c3cnc4ccccc4n3)CC2)cc(OC)c1OC,3.6%
COc1ccccc1NC(=O)N1CC=C(c2c[nH]c3ccccc23)CC1,-3.4%
CCOc1ccccc1C(=O)Nc1cc(-c2nc3cccnc3s2)ccc1C,9.53µM*
CC(=O)N1CCN(c2nc3c(F)cc(F)cc3s2)CC1,-2.5%
CCc1ccc2oc(C(=O)NCC(c3ccc(Cl)cc3)N3CCOCC3)c(C)c2c1 (stereo unspecified),-0.3%
CCOC(=O)c1ccc(NC(=O)N2CC3CCCN3c3ccccc32)cc1 (stereo unspecified),-1.0%
Cc1cccc2c1-c1sc(C(=O)Nc3ccc(F)cc3F)cc1CO2,-14.0%
CCc1nn2c(=O)cc(COC(=O)c3cccc(NC(=O)COc4ccccc4F)c3)nc2s1,?
Cc1ccc(NC(=O)Cn2c(-c3nonc3N)nc3ccccc32)cc1Cl,-2.4%
COc1cccc(CNC(=O)C(=O)NCC(c2ccco2)S(=O)(=O)c2cccs2)c1 (stereo unspecified),4.4%

# (listing goes on)
SMILES,FLuc modulator
Cc1ccc(CNC(=O)c2nnc(Cc3cccc(F)c3)o2)cc1,-6.9%
CCOc1ccc(OCc2ccc(C(=O)Nc3cc(OC)c(OC)c(OC)c3)o2)cc1,-14.0%
Cc1cccc(C(c2sc3nc(-c4ccco4)nn3c2O)N2CCOCC2)c1 (stereo unspecified),-4.0%
O=C(Cn1ncc2c3ccccc3n(Cc3ccc(Cl)cc3)c2c1=O)NCc1ccccn1,3.7%
Cc1ccc(Nc2c(-c3cccnc3)nc3ccc(Cl)cn23)cc1,4.5%
CSc1ncc(C(=O)Nc2ccccc2C(F)(F)F)c(-c2ccccc2)n1,-1.7%
COc1cccc(NC(CNS(=O)(=O)c2ccc(C)cc2)c2ccccc2)c1 (stereo unspecified),-0.8%
COc1ccc(OC(=O)c2cc(-c3ccc4c(c3)OCCO4)on2)cc1,7.57µM*
COc1ccc(Cl)cc1NC(=O)c1cc(S(=O)(=O)NC2CCCCCC2)ccc1F,-2.3%
Cc1ccccc1CNC(=O)Cn1ccc2cc(S(=O)(=O)N3CCCCC3)ccc21,-6.8%
O=C(NCc1cccc(Cl)c1)c1cnc(N2CCOCC2)c2ccccc12,-7.9%
CCOC(=O)CNC(=O)N1CCc2cc(S(=O)(=O)N3CCC(C)CC3)ccc21,-1.5%
Cn1c(=O)c2c(SCC(=O)NCc3ccco3)nc(-c3cccc(F)c3)nc2n(C)c1=O,-4.6%
COc1ccccc1C(=O)Nc1ccc(C(=O)OCc2cc(=O)n3nc(C)sc3n2)cc1,-6.0%
CC(=O)N1CCc2cc(CNC(=O)c3ccccc3Br)ccc21,-3.9%
Cc1ccc(N2CC(NC(=O)c3ccc4c(c3)OCO4)CC2=O)cc1 (stereo unspecified),-1.8%
CCCCC(=O)Nc1cc(C)c(O)c(-c2nc3ncccc3o2)c1,1.2%
Cc1ccc2c(c1)c(=O)c1ccccc1n2CCCC(=O)Nc1ccc(Cl)c(Cl)c1,2.8%
CCN(CC)c1ccc(NC(=O)c2cccn2-c2nnc(N3CCCCC3)s2)c(C)c1,-10.3%
O=C(c1cc2ccc3cccnc3c2[nH]1)N1CCCCC1,1.2µM*
Cc1cc(C)cc(NC(=O)C2CC(=O)N(c3ccccc3)C2)c1 (stereo unspecified),2.9%
Cc1ccc(NC(=O)C(C)Sc2nc(-c3ccccc3)c(C#N)c(=O)[nH]2)c(C)c1 (stereo unspecified),12µM*
Cc1cc(C)cc(Nc2nc3c(S(=O)(=O)c4cccc(Cl)c4)nnn3c3ccsc23)c1,0.8%
COc1ccc2[nH]cc(CCNC(=O)Nc3cc(C)cc(C)c3)c2c1,2.2%
O=C(CCCn1c(=O)c2cccn2c2cccnc21)NCc1ccc(F)cc1,7.6%

# Remaining list, next part.
SMILES,FLuc modulator
COc1ccc(-c2nc3ccccc3n3c(-c4ccc(OC)cc4)c4c(=O)n(C)c(=O)n(C)c4c23)cc1,1.6%
O=C(Nc1nc2c(s1)CCCC2)c1ccccc1F,0.338µM*
CN(C(=O)c1oc(=O)c2ccccc2c1-c1ccccc1)c1cccc(Cl)c1,-6.1%
O=C(Nc1ccccc1C(=O)N1CCCCC1)c1nsc2ccccc12,?
COc1cccc(CNC(=O)CSc2c3c(nc4ccc(Cl)cc24)CCCC3)c1OC,3.5%
O=C(CSc1nnc2scc(-c3ccc(Cl)cc3)n12)Nc1cccc(C(F)(F)F)c1,5.1%
Cc1ccccc1OCC(=O)Nc1ccc2nc(SCC(=O)N3CCCC3)sc2c1,?
Cc1ccc(NC(=O)N2CCc3cc(S(=O)(=O)N4CCC(C)CC4)ccc32)cc1C,5.6%
CCOc1ccc(NS(=O)(=O)c2ccc3c(c2)CCCN3C(=O)C2CCC2)cc1,-10.8%
Cc1ncc(CO)c2c1Oc1nc(-c3ccc(F)cc3)nc(SCc3ccc(F)cc3Cl)c1C2,-3.1%
CCOC(=O)CSc1nc2sc3c(c2c(=O)n1-c1ccc(OC)cc1)CC(C(C)C)OC3 (stereo unspecified),-2.2%
Cc1ccc(NCc2nc3ccccc3n2CCOc2ccccc2C)cc1,?
Cc1ccc(S(=O)(=O)N2CCC(c3nnc(-c4cccc(C)c4)o3)CC2)cc1,?
Cc1ccc(-n2nc(C)c3c(C(=O)NCCc4ccccc4)cc(C)nc32)cc1,48.0%[activator]
Cc1ccc(OCCSc2nc3ccccc3n2CCC(=O)O)cc1C,?
COc1cccc(Nc2nc3cc(Cl)c(Cl)cc3nc2-n2nc(C)cc2C)c1,0.0%
Cn1c(=O)c2c(-c3ccccc3Cl)n(Cc3ccc(Cl)cc3)cc2n(C)c1=O,-7.5%
Cn1c(=O)c2cc(C(=O)NC3CCCCCC3)sc2c2ccccc21,-4.6%
CC(C)c1cnc2c(c1SCC(=O)NCc1ccccc1)c(=O)n(C)c(=O)n2C,-7.0%
COC(=O)c1sccc1S(=O)(=O)N1CCN(c2ccccc2OC)CC1,-2.2%
COc1cccc(CNC(=O)C2CCCN(S(=O)(=O)N(C)c3ccc(F)cc3)C2)c1OC (stereo unspecified),-7.3%
Cc1ccc(NC(=O)c2nc(-c3ccncc3)no2)c(Cl)c1,-1.7%
COc1ccc(-c2cc(C(C)=O)c(C)n2CCC(=O)NCc2ccc(C)cc2)cc1,-7.2%
Cc1nc2c3ccccc3nc(NNC(=O)CCC(=O)N3CCN(c4cccc(C(F)(F)F)c4)CC3)n2n1,-16.7%
Cc1ccc(Nc2nn3c(=O)c4cc5c(cc4nc3s2)OCO5)cc1Cl,-2.8%

# 3 compounds picked at random from the list so far:
SMILES,FLuc modulator
Cc1ccc(Nc2nn3c(=O)c4cc5c(cc4nc3s2)OCO5)cc1Cl,-2.8%
O=C(Nc1nc2c(s1)CCCC2)c1ccccc1F,0.338µM*
COc1cccc(CNC(=O)C2CCCN(S(=O)(=O)N(C)c3ccc(F)cc3)C2)c1OC (stereo unspecified),-7.3%

# (continued)
SMILES,FLuc modulator
O=C(Nc1ccc(Cl)cc1)c1cc(S(=O)(=O)N2CCc3ccccc32)ccc1F,-0.3%
COc1cc(C2C(C(=O)OC(C)C)=C(C)N=C3SCCC(=O)N32)ccc1OCc1ccccc1 (stereo unspecified),-6.9%
CCCCOc1cccc(C2c3c(oc4ccccc4c3=O)C(=O)N2c2ccccn2)c1 (stereo unspecified),-0.1%
CCCCOc1ccc(C2=NC(c3ccncc3)=Nc3ccc(Br)cc3N2)cc1,1.3%
Cc1ccc(-n2ncc3c(N4CCCCC4)ncnc32)cc1Cl,0.135µM*
Cc1csc2nc(COC(=O)CNC(=O)c3ccccc3Cl)cc(=O)n12,2.5%
O=C(Nc1ccc(Br)cc1)c1cccc(C(=O)Nc2ccc(Br)cc2)c1,?
COc1ccccc1NC(=O)c1cc(S(=O)(=O)N2CCN(c3ccccc3Cl)CC2)ccc1F,2.1%
CCC(=O)N1CCc2cc(Br)cc(S(=O)(=O)N3CCN(c4ccc(C(C)=O)cc4)CC3)c21,-1.3%
O=C(c1ccccc1)N1CCN(CCc2ccncc2)CC1,-1.8%
C#CCn1cnc2c(cnn2-c2ccc(F)cc2)c1=O,-9.5%
COc1cc(Cl)c(C)cc1Nc1ncnc2c1nc1n2CCCC1,1.9%
Cc1c2cnn(CC(=O)N3CCN(c4ccccc4)CC3)c(=O)c2c(C)n1Cc1ccc(F)cc1,?
CC1CCN(c2ncnc3c2c(-c2ccccc2)cn3-c2ccc(Br)cc2)CC1,-4.7%
CSc1ncc(Cl)c(C(=O)Nc2c(C(=O)c3ccc(Cl)cc3)oc3ccccc23)n1,-3.6%
COc1cccc(-c2nc3c(C#N)c[nH]n3c2NC2CCCC2)c1OC,-16.5%
CCOc1ccccc1NC(=O)N(Cc1ccc(C)o1)C1CCN(C(C)=O)CC1,1.0%
Cn1c(=O)oc2cc(S(=O)(=O)NCCC(=O)Nc3ccc(F)cc3F)ccc21,-2.6%
CC(C)CN(CCCNC(=O)c1cc(=O)[nH]c2ccc(S(=O)(=O)N3CCCC3)cc12)CC(C)C,-2.5%
O=C(NC1CCCCC1)c1c[nH]c2ccc(S(=O)(=O)Nc3ccccc3F)cc2c1=O,?
COc1ccc(-c2cc(OC(=O)c3cccc(Cl)c3)c3c(C)oc(C)c3c(=O)c2)cc1,?
COc1ccc(-n2nc(C(=O)NCCc3ccc(OC)c(OC)c3)c3c4ccccc4n(C)c3c2=O)cc1Cl,-1.7%
Cc1oc(-c2ccccc2F)nc1CSCC(=O)NCCc1ccccc1,-12.6%
COc1ccc(C(=O)Nc2ccc3nc(SCC(=O)N4CCOCC4)sc3c2)cc1,-6.8%
COc1ccc(Cn2ccnc2SCC(=O)Nc2nc3ccccc3s2)cc1,?

# Ordered by number of heavy atoms (highest first): part of the list above.
SMILES,FLuc modulator
COc1cc(C2C(C(=O)OC(C)C)=C(C)N=C3SCCC(=O)N32)ccc1OCc1ccccc1 (stereo unspecified),-6.9%
O=C(NC1CCCCC1)c1c[nH]c2ccc(S(=O)(=O)Nc3ccccc3F)cc2c1=O,?
COc1ccc(C(=O)Nc2ccc3nc(SCC(=O)N4CCOCC4)sc3c2)cc1,-6.8%
Cn1c(=O)oc2cc(S(=O)(=O)NCCC(=O)Nc3ccc(F)cc3F)ccc21,-2.6%

# (cont.)
SMILES,FLuc modulator
O=C(NC1CC(=O)N(c2ccc(Cl)cc2)C1)c1ccc(S(=O)(=O)N2CCOCC2)cc1 (stereo unspecified),-8.6%
Cc1ccccc1CSc1nnc2[nH]c(=O)cc(C)n12,-2.3%
Cc1nc2sc(C(=O)Nc3ccc(F)cc3)c(N)c2c(-c2ccc(Br)cc2)c1C(=O)Nc1ccc(Cl)cc1,-1.9%
CC(NC(=O)c1nn(C)c2c1CSc1ccccc1-2)c1ccccc1 (stereo unspecified),4.7%
Cc1cc(C)cc(OC(=O)c2snnc2C)c1,-10.7%
COC(=O)c1cccnc1-n1c(=O)c2cccnc2n(CC(=O)Nc2ccccc2F)c1=O,-2.1%
Cc1ccc(NC(=O)CSc2nc(-c3cccs3)nc3cc(=O)[nH]n23)cc1,-11.0%
CCC1CN(C(=O)Nc2ccc(C(=O)O)cc2)c2cc(Cl)ccc2O1 (stereo unspecified),?
CCOc1cc(Br)cc(C2NC(=O)c3c(sc4c3CCN(C)C4)N2)c1O (stereo unspecified),?
CNS(=O)(=O)c1cn(CC(=O)Nc2ccc(C(C)=O)cc2)cc1S(=O)(=O)NC,4.7%
CCOC(=O)C1CCN(C(=O)Cn2c(-c3cccs3)cc3cc(Cl)ccc32)CC1,0.9%
Cc1cc(=O)n(CC(=O)NCc2ccc(OC(C)C)cc2)c2c1c(C)nn2-c1cccc(F)c1,-6.0%
CC(=O)c1ccc(N2CCN(C3C(=O)c4ccccc4N3C(C)=O)CC2)cc1 (stereo unspecified),-11.4%
COc1cccc(CNC(=O)CCc2c(C)nn(-c3ccc(N4CCCC4)nn3)c2C)c1,3.8%
Cc1nn(C)c2c1c(C(F)(F)F)cc(=O)n2C(C)C(=O)NCCc1ccccc1 (stereo unspecified),-5.9%
